Screening data as filed in PubChem.
RT RNaseH block: HIV-1 RT RNase H inhibitors, primary screen, biochemical, fluorescence; RT-RNase H RNA/DNA duplex cleavage; inhibition, % at 10 µM; 65,000 compounds, 1.9% hits; AID 565, 2006; in the data active means inhibition above about 50%
RmlC RmlD mix: RmlC and RmlD coupled enzyme inhibitors, primary screen, biochemical, 384-well, compound mixtures, retest; 110,000 compounds, 0.39% hits; RmlC/RmlD coupled enzyme inhibition, 384-well mixture HTS; AID 1532, 2009; inhibition, % at 5.5 µM; in the data active means inhibition above about 30%, passing the limit was not always enough; inconclusive means no clear call, values can overlap the other calls; further: strong numbers were not always called active
An asterisk follows results filed as active; ? = inconclusive; · = no result given. Some of the compounds tested, so the mix of outcomes need not match the whole.

Values run as follows: RT RNaseH block, RmlC RmlD mix
> O=C(CSc1nnnn1C1CCCCC1)NCc1cccc(C(=O)O)c1
    -6, -13
> CCOC(=O)c1c(C)oc2cc(Br)c(OC(=O)N3CCOCC3)cc12
    -8, 0
> COc1cc(NC(=O)CSc2nc3ccccc3cc2Cc2ccccc2)cc(OC)c1
    ·, 6
> S=c1nc(C2CCCCC2)[nH][nH]1
    14, 3
> Oc1ccccc1/C=N/Nc1cccc2cccnc12
    ·, 14
> CCCCOC(=O)Sc1nc2ccccc2o1
    35, -10
> Oc1ccc(/C=N/Nc2cc(N3CCCC3)nc(N3CCCC3)n2)cc1
    ·, -13
> COc1ccc(OC)c(C(C(=O)NCc2ccco2)N(C(=O)Cn2nnc3ccccc32)C2CC2)c1 (stereo unspecified)
    -7, -6
> C[C@H](c1ccccc1)n1nnc(COCc2ccccc2)c1C#CCOCc1ccccc1
    ·, 7
> O=c1c2ccccc2oc2ccc(-c3ccc4[nH]ccc4c3)cc12
    ·, -27

Next section.
Values run as follows: RT RNaseH block, RmlC RmlD mix
> CC(C)C[C@H](NC(=O)c1nc[nH]c1C(=O)NCC(=O)OC(C)(C)C)C(=O)OCc1ccccc1
    ·, 10
> Cc1cc(S(=O)(=O)Nc2ccccc2C)ccc1F
    -31, -12
> Cc1onc(-c2c(F)cccc2Cl)c1C(=O)NCc1ccco1
    -1, -9
> CNC(=O)/C(=C\C=C\c1ccccc1)NC(=O)c1ccc([N+](=O)[O-])cc1
    ·, -8
> COc1ccc(S(=O)(=O)Nc2ccc(S(=O)(=O)N3CCCCC3)cc2)cc1
    -2, -1
> Cc1nn(-c2ccccc2)c2c1C1(C(=O)Nc3ccccc31)N1C(=N2)Sc2ccccc21 (stereo unspecified)
    27, 4
> CC(C)(C)C(=O)NC1=NCCS1
    ·, -7
> COc1ccc(-n2c(C)cc(SC)c(C(C)=O)c2=S)cc1
    ·, 6
> O=C(CCCOc1ccc(Cl)cc1Cl)N/N=C\C1CCCCC1
    ·, -7
> COC(=O)c1cc2c(=O)n3ccccc3nc2n(Cc2cccnc2)c1=N
    -8, 14

(listing goes on)
Values run as follows: RT RNaseH block, RmlC RmlD mix
> CSc1cccc(-n2c(C)cc(C(N)=O)c2C)c1
    -27, -15
> N#CC(c1ccc(F)cc1)c1ccc(C(=O)c2ccc(F)cc2)cc1 (stereo unspecified)
    ·, -10
> CS(=O)(=O)N1CCCC(C(=O)N2CCc3ccccc3C2)C1 (stereo unspecified)
    -28, 15
> COc1ccc(Br)cc1CNC(=O)CCN1C(=O)COc2ccccc21
    -10, -9
> CC1(C)Cc2c(ccc3ccccc23)-c2nnc(-c3cccnc3)n21
    ·, 9
> O=C(NC(NC(=O)c1ccccc1)C(=O)c1ccccc1)c1ccccc1
    ·, -5
> CNC(=S)NNC(=O)c1cccn(Cc2ccc(Cl)c(Cl)c2)c1=O
    ·, -23
> CCOc1cc(CO)ccc1OCC(=O)N1CCCCC1
    -7, ?
> Cc1ccsc1C(=O)OCC(=O)Nc1sccc1C(N)=O
    -25, 13
> COc1cc(C(=O)N2CCN(Cc3ccccc3C(F)(F)F)CC2)cc(OC)c1OC
    3, ·

(more compounds)
Values run as follows: RT RNaseH block, RmlC RmlD mix
> CC(C)CCNC(=O)NC(=O)COc1ccccc1C#N
    -5, 48
> O=C(O)C1CCC(=O)N1Cc1ccccc1Cl (stereo unspecified)
    -10, 8
> Cc1cc(C(=O)COC(=O)C2COc3ccccc3O2)c(C)n1CC1CCCO1 (stereo unspecified)
    -4, 2
> CCc1ccccc1NC(=O)CSc1nc2ccccc2n1CC(=O)N(C)C
    -5, 4
> COc1ccc(NCc2nnc(SCC(=O)N3CCCc4ccccc43)o2)cc1
    -9, -12
> CN(C)CCCN1C(=O)C(=O)/C(=C(/O)c2ccncc2)C1c1ccccc1 (stereo unspecified)
    -7, 6
> CC1CCCN(c2nc3c(c(=O)[nH]c(=O)n3C)n2Cc2ccccc2Cl)C1 (stereo unspecified)
    -42, 14
> C=CC1CN(C(=O)OCC(Cl)(Cl)Cl)C2CC3c4ccc(OC)cc4NC3C3CC1C2CO3 (stereo unspecified)
    ·, -6
> Cc1cc(NC(=O)CC(C)(C)C)nc2c1c(=O)oc1ccccc12
    14, 5
> Cc1ccc(NC(=O)CN2CCN(CCN=CC3=C(O)CC(C)(C)CC3=O)CC2)cc1
    ·, -7

Looked up by structure from above, four records:
Values run as follows: RT RNaseH block, RmlC RmlD mix
> O=C(O)C1CCC(=O)N1Cc1ccccc1Cl (stereo unspecified)
    -10, 8
> Cc1cc(C(=O)COC(=O)C2COc3ccccc3O2)c(C)n1CC1CCCO1 (stereo unspecified)
    -4, 2
> COc1ccc(NCc2nnc(SCC(=O)N3CCCc4ccccc43)o2)cc1
    -9, -12
> CCc1ccccc1NC(=O)CSc1nc2ccccc2n1CC(=O)N(C)C
    -5, 4

Remaining list, next part
Values run as follows: RT RNaseH block, RmlC RmlD mix
> CCC(=O)Nc1nc(C)c(C(=O)N2CCCCC2)s1
    -1, 8
> CC1(C)OC(=O)N(c2cccnc2)C1(C)O (stereo unspecified)
    -5, 9
> O=C(/C=C/Sc1ncn[nH]1)c1ccc(Cl)cc1
    ·, -2
> Cc1ccc(NC(=O)CN2CCC3(O)CCCCC3C2c2ccc3c(c2)OCO3)c(C)c1 (stereo unspecified)
    11, 7
> Cc1c(C(=O)NCc2ccccn2)sc2nc(-c3ccc(F)cc3)cn12
    -13, -12
> COc1cccc(NS(=O)(=O)c2c(C)n(C)c(=O)n(C)c2=O)c1
    ·, 3
> COCCn1c(NCc2ccc(C)cc2)nc2c1c(=O)[nH]c(=O)n2C
    5, ?
> COC(=O)[C@H](C)NC(=O)NCc1ccc(F)cc1
    -12, 3
> COc1ccc(CC(=O)Nc2c3c(nn2-c2cccc(Cl)c2)CS(=O)(=O)C3)cc1
    -7, 7
> CC(=O)c1c(C)[nH]c(C(=O)N2CCC3(CC2)OCCO3)c1C
    -6, 2

The list continues.
Values run as follows: RT RNaseH block, RmlC RmlD mix
> COC(=O)[C@@H](NC(=O)Nc1ccc(OC)cc1)C(C)C
    1, -11
> CCCCNC(=O)c1onc(CSc2ccc(OC)cc2)c1C(=O)O
    ·, 2
> COc1ccc2cc(CN(CC3COCCO3)S(=O)(=O)c3c(C)cc(C)cc3C)c(=O)[nH]c2c1 (stereo unspecified)
    ·, -8
> COc1ccc(-n2nnnc2SC(C)C(N)=O)cc1 (stereo unspecified)
    3, -214
> CC1(C)CN=C(N2CCN(C3=NCC(C)(C)S3)CC2)S1
    -7, ·
> CNc1oc(-c2ccc(OCc3ccccc3)cc2)nc1C#N
    0, ·
> O=C(COC(=O)Cc1ccsc1)NCC12CC3CC(CC(C3)C1)C2
    ·, -11
> N#Cc1c(NCCCO)nc(-c2ccco2)c2c1CCCC2
    ·, -31
> CNC(=S)Nc1cc(OC)ccc1OC
    ·, -2
> O=C(c1ccc2c(=O)n(Cc3ccco3)c(=S)[nH]c2c1)N1CCN(Cc2ccccc2)CC1
    ·, 36

Overlap with the part before: 3 entries, followed by the next part.
Values run as follows: RT RNaseH block, RmlC RmlD mix
> N#Cc1c(NCCCO)nc(-c2ccco2)c2c1CCCC2
    ·, -31
> CNC(=S)Nc1cc(OC)ccc1OC
    ·, -2
> O=C(c1ccc2c(=O)n(Cc3ccco3)c(=S)[nH]c2c1)N1CCN(Cc2ccccc2)CC1
    ·, 36
> COc1ccc(CNc2oc(COc3ccc(Cl)cc3)nc2C#N)cc1
    -15, 5
> Cc1noc(C(=O)NCc2ccco2)c1Cl
    -3, 12
> Cc1ccc(S(=O)(=O)CCc2nnc(NC(=O)C3CCCO3)s2)cc1 (stereo unspecified)
    37, 8
> Cc1ccc(-n2c(-c3ccccc3)nnc2-c2cccs2)cc1
    ·, -8
> O=C1CC(NNc2ccccc2)C(=O)N1c1cccc(Cl)c1 (stereo unspecified)
    ·, 3
> COc1ccc(S(=O)(=O)N2CCCC(C(=O)NCc3ccco3)C2)cc1Cl (stereo unspecified)
    -12, -4
> Cc1nn(Cc2n[nH]c(=S)n2Cc2ccccc2)c(C)c1Cl
    ·, -2
> CCCCCCn1c(CN2CCN(Cc3ccccc3)CC2)nc2c1c(=O)n(C)c(=O)n2C
    -1, 29
> CCOC(=O)N1CCN(C(c2ccc(F)cc2)c2sc3nc(C)nn3c2O)CC1 (stereo unspecified)
    -5, -11
> C#CCCOC(=O)N1C2=NC(C(=O)OC)=C(C(=O)OC)[C@@H]3N(Cc4ccccc4)c4ccccc4[C@]23C[C@H]1C(=O)OC
    ·, 10

More compounds
Values run as follows: RT RNaseH block, RmlC RmlD mix
> Cc1cccc(NC(=O)c2cc(S(=O)(=O)NCc3ccco3)ccc2F)c1C
    7, -11
> Clc1ccc(Sc2oc(/C=N/n3cnnc3)cc2Br)cc1
    -41, -12
> C=CCn1c2ccccc2c2nnc(SC(CC)C(=O)Nc3nc(C)c(C(=O)OCC)s3)nc21 (stereo unspecified)
    7, ·
> Cn1c(NCC(O)CO)nc2c1c(=O)n(Cc1ccc(Cl)c(Cl)c1)c(=O)n2C (stereo unspecified)
    ·, -4
> CCn1ncc(/C=N/O)c1C
    ·, 3
> CC(Sc1nnc(-c2ccc(O)cc2)o1)C(=O)Nc1cccc2ccccc12 (stereo unspecified)
    8, 12
> Cc1cccc2cc(C#N)c(SCC(=O)NNC(=O)Cc3ccccc3)nc12
    ·, -14
> CC(C)CC(=O)CN1C(=O)C2(OCCO2)c2ccccc21
    -18, -8
> CNC(=O)c1[nH]cnc1C(=O)N[C@@H](Cc1ccccc1)C(=O)OC(C)(C)C
    ·, -4
> CC1=C(n2nnc3ccccc32)C(c2ccccc2)C(C#N)=C(N)O1 (stereo unspecified)
    -3, 5

Continued.
Values run as follows: RT RNaseH block, RmlC RmlD mix
> C/C(NC1CCCC1)=C(/C#N)C(N)=O
    2, 11
> COc1ccc(N(C(=O)c2ccco2)S(=O)(=O)c2cccc([N+](=O)[O-])c2)cc1
    ·, 1
> Cn1c(-c2ccccc2)cnc1N
    ·, 6
> Cc1cc(C)n2[nH]c(=O)c(N=Nc3cccc(C(F)(F)F)c3)c2n1
    ·, -10
> COc1ccccc1NC(=O)N(CCN(C)C)Cc1cc2cc(C)ccc2[nH]c1=O
    3, -3
> COc1ccc(OC)c(C2C3=C(N=C4SCC(=O)N42)c2ccccc2CC3)c1 (stereo unspecified)
    10, ·
> O=C(O)C1C2C=CC(C2)C1C(=O)OCC1CCCO1 (stereo unspecified)
    3, 1
> CCOc1nc(NCCC2=CCCCC2)nc(N2CCOCC2)n1
    -18, -12
> Cc1ccc(NC(=O)CSc2nccc(=O)[nH]2)c(S(=O)(=O)N2CCOCC2)c1
    -2, ·
> CS(=O)(=O)c1ncc(Cl)c(C(=O)Nc2ccc(N3CCOCC3)cc2)n1
    -12, ·

Other results follow:
Values run as follows: RT RNaseH block, RmlC RmlD mix
> CCOC(=O)C1(Cc2ccc(O)cc2)NC(c2ccccc2F)C2C(=O)N(C)C(=O)C21 (stereo unspecified)
    -6, 10
> c1coc(CNc2nc(N3CCCCC3)nc3ccccc23)c1
    -5, 3
> COCCCNC(=O)c1ccc(Cn2c(=O)[nH]c3ccccc3c2=O)cc1
    -57, ·
> CN(C)CCNc1nc2c(c(=O)[nH]c(=O)n2C)n1CC(O)COc1ccc(Cl)cc1Cl (stereo unspecified)
    2, 0
> O=C(NCc1cccs1)C1CCN(S(=O)(=O)c2ccc3c(c2)OCCO3)CC1
    -2, 1
> C=CCn1nnnc1SCC(=O)Nc1ccccc1C(=O)OC
    -30, 8
> CC1=C(C(N)=O)C(c2ccc(Cl)cc2)NC(=O)N1 (stereo unspecified)
    -20, 3
> NCCCC[C@H]1CNC(=O)C(=O)N1CCC12CC3CC(CC(C3)C1)C2
    ·, 8
> COc1ccc(C(=O)CSc2nc3ccccc3n2CC(=O)NC(C)(C)C)cc1
    ·, -6
> O=C(Oc1ccc(-c2cn3c(n2)SCC3)cc1)c1ccccc1
    -2, 9

The list goes on:
Values run as follows: RT RNaseH block, RmlC RmlD mix
> CCCNC(=O)C1CN(S(=O)(=O)c2ccccc2)CCN1S(=O)(=O)c1ccccc1 (stereo unspecified)
    -4, 5
> C=CCn1c(SCC(=O)NC(=O)NCc2ccco2)nc2sc(CC)cc2c1=O
    13, 11
> CCOC(=O)n1c(=O)n(Cc2ccccc2Cl)c2ccccc21
    ·, 6
> CC(C)n1c(=NC(=O)c2ccco2)c(C#N)cc2c(=O)n3ccccc3cc21
    -7, ·
> O=C(C1CCCO1)N1CCN(S(=O)(=O)c2cccc3nsnc23)CC1 (stereo unspecified)
    -2, -10
> O=C(O)c1cc2cc(Cl)ccc2oc1=O
    2, -12
> CCOc1ccc(-n2c(O)c(C=NCCCn3ccnc3)c(=O)[nH]c2=O)cc1
    ·, 5
> CCc1ccc(-c2nc(CSCC(=O)NCCCN3CCCC3=O)c(C)o2)cc1
    -3, 2
> CC(C)CC(=O)c1c[nH]c(C(=O)NCCCN2CCOCC2)c1
    ·, -8
> O=c1/c(=C\c2cccn2-c2ccccc2)sc2nc3ccccc3n12
    89*, -1

Compound profiles (already shown):
Listed for O=C(O)c1cc2cc(Cl)ccc2oc1=O = RT RNaseH block: 2; RmlC RmlD mix: -12
Listed for CCOC(=O)n1c(=O)n(Cc2ccccc2Cl)c2ccccc21 = RT RNaseH block: ·; RmlC RmlD mix: 6

(listing goes on)
Values run as follows: RT RNaseH block, RmlC RmlD mix
> Cc1sc2ncnc(NCc3ccco3)c2c1C
    6, ·
> CC1(C)CC(=O)C2=C(C1)NCN(Cc1ccc3c(c1)OCO3)C2
    -4, -7
> COc1ccc(S(=O)(=O)N(C)CC(=O)Nc2ccc(C(F)(F)F)cc2)cc1Cl
    ·, 9
> COc1ccc(CC(=O)O/N=C(\N)Cc2ccc(OC)c(OC)c2)cc1
    ·, -28
> COc1ccc(N(CC(=O)NC2CCCC2)C(=O)c2ccc(N3CCCCC3)nc2)cc1
    6, 0
> CC(C)(C)c1ccc(C(=O)NCCC(=O)N2CCN(c3ncccn3)CC2)cc1
    ·, 8

As entered above:
Reading of COc1ccc(N(CC(=O)NC2CCCC2)C(=O)c2ccc(N3CCCCC3)nc2)cc1 under RT RNaseH block: 6
Reading of COc1ccc(S(=O)(=O)N(C)CC(=O)Nc2ccc(C(F)(F)F)cc2)cc1Cl under RmlC RmlD mix: 9
